NLRP3 yeast inh: blocks the NALP3 inflammasome reconstituted in yeast. hit rate 0.39% among 330,000. Yeast reconstituted NLRP3/ASC/caspase-1, beta-gal luminescence, 24 h. inhibition, % at 10 µM;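 active means inhibition of 50% or more; inactive means inhibition below 50%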;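 further: plate controls were induced DMSO wells for no effect and uninduced yeast grown without galactose for full effect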
mIAP act: increases mouse intestinal alkaline phosphatase activity. activation factor at 10 µM. hit rate 0.24% among 330,000. AID 2805. muIAP, CDP-Star luminescence, 30 min; stronger effect = higher value; 1 = vehicle-only enzyme signal, 0 = enzyme-free wells;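 active means activation factor of at least 2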; further: the source names both 10 and 20 µM as test concentration; values of inactives mirror those of a sister screen read the other way
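Assay system: mouse IAP enzyme; reagent: chemiluminescent substrate CDP-Star; dosing: test compounds delivered from DMSO solution; schedule: 30 min at room temperature; measured by: luminescence from enzymatic CDP-Star hydrolysis; controls: DMSO-only wells and no-enzyme negative control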
A3G deaminase: APOBEC3G (human) deaminase inhibition; Q9HC16; recombinant A3G, ssDNA deamination FAM/TAMRA fluorescence; inhibition, % at 20 µM; hit rate 0.28% among 330,000; AID 493012;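 active means inhibition of at least 40% at 20 µM, with no more than 30% in the related APOBEC3A deaminase screen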;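 further: plate controls were DMSO wells with A3G for no effect and wells lacking A3G enzyme for full effect; some compounds called inactive have numbers as strong as hits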
Target sequence (Q9HC16 whole entry, looked up): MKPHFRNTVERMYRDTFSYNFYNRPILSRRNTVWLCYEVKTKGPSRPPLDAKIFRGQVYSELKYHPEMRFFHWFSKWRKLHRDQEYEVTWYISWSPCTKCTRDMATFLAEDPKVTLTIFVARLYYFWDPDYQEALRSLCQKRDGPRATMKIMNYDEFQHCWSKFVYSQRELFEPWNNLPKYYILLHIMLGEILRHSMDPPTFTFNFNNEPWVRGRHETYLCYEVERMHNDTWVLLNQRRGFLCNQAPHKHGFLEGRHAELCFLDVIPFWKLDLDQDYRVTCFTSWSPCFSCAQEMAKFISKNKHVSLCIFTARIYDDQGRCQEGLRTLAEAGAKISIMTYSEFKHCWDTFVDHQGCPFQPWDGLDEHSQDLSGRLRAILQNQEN
MIN6 prolif: induces beta-cell replication in MIN6 cells. MIN6 cells proliferation, ATPlite luminescence, 48 h; cells starved in 0.2% serum; 100% = growth in 10% serum. proliferation, % at 10 µM. hit rate 0.29% among 330,000. AID 2380;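 active means compounds whose signal lies at least 3.5 SD above the mean of all wells on their plate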;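 further: 0% = DMSO-treated cells in low-serum medium and 100% = 10% serum control; some compounds called inactive have numbers as strong as hits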
mIAP block: mouse IAP inhibition; inhibition, % at 10 µM; AID 2806; hit rate 0.2% among 330,000; purified mouse IAP, CDP-Star luminescence, 30 min;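 active means inhibition of at least 40% at 10 µM in the primary screen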;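 further: plate controls were DMSO with enzyme for no effect and no enzyme wells for full effect; values of inactives mirror those of a sister screen read the other way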
hIAP inh: blocks human intestinal alkaline phosphatase; inhibition, % at 10 µM; purified IAP, CDP-Star luminescence, 30 min; AID 2544; hit rate 0.12% among 330,000; P09923;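 active means inhibition reaching a set limit with compound at 10 µM in the primary screen, cut at about 35% in these data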;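 further: plate controls were DMSO wells with enzyme for no effect and no-enzyme buffer wells for full effect; values of inactives mirror those of a sister screen read the other way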
hIAP act: human IAP activation | P09923 | purified human IAP, CDP-Star luminescence, 30 min; stronger effect = higher value; 1 = vehicle-only enzyme, 0 = enzyme-free background | activation factor at 10 µM | hit rate 0.16% among 330,000;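 active means activation factor of the enzyme at least 2-fold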; further: the source names both 10 and 20 µM as test concentration; values of inactives mirror those of a sister screen read the other way
APOBEC3A inh: human APOBEC3A DNA deaminase inhibition; AID 493011; recombinant A3A, FAM/TAMRA ssDNA deamination fluorescence; inhibition, % at 20 µM; P31941; hit rate 0.41% among 330,000;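 active means at least 40% inhibition at 20 µM here, with at most 30% in a related deaminase screen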;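 further: plate controls were A3A with DMSO for no effect and wells lacking A3A enzyme for full effect; some results filed as inactive read as strong as hits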
Target sequence (P31941 whole entry, looked up): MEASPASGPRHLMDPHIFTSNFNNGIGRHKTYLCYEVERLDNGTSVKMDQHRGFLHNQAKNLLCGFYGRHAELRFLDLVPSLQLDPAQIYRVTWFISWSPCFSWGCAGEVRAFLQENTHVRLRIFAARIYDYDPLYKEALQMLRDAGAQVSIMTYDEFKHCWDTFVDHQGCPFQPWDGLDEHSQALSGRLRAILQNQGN
SENP1 inh: SENP1 (human) catalytic domain inhibition; Q9P0U3; hit rate 0.21% among 360,000; inhibition, % at 10 µM; recombinant SENP1 catalytic domain, CyPet-SUMO1-YPet FRET cleavage; AID 624204;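 active means inhibition at least 30% at 10 µM, raw YFP signal under a set limit, fluorescence ratio 0.5 to 1.5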;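 further: 0% = enzyme with DMSO and 100% = no enzyme wells; some results filed as inactive read as strong as hits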
Target sequence (Q9P0U3 419-644 limits assumed): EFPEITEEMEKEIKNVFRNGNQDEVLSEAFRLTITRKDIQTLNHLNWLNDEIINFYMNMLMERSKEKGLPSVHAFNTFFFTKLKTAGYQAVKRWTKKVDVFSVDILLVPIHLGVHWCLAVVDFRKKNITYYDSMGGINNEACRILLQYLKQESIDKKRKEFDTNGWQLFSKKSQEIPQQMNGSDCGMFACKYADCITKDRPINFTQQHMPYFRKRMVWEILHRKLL
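System: Recombinant human SENP1 catalytic domain, His6-tagged | Incubation: Enzyme reaction for 50 min at room temperature, dark | Medium: Tris pH 8 with BME, BSA, NP40 and catalase | Also added: 25 nM SUMO1 FRET substrate | Compound: 10 µM single point, 0.5% DMSO | Measured by: FRET fluorescence in CFP and YFP emission channels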
Active calls of the source: *; · = not tested or not shown.

SMILES,mIAP block,APOBEC3A inh,MIN6 prolif,hIAP act,SENP1 inh,hIAP inh,mIAP act,A3G deaminase,NLRP3 yeast inh
N#Cc1ccccc1NC(=O)C(=O)NCC1CCCN1S(=O)(=O)c1cccs1 (configuration not stated),-5,0,5,1,-7,-1,1,-11,-5
CCOCCCN(C(=O)Cn1nnc(-c2ccc(C)o2)n1)C(C(=O)NC1CCCC1)c1ccc(C)o1 (configuration not stated),-9,-3,1,1.1,-1,-10,1.1,-3,4
CCOC(=O)c1sc(-c2ccccc2)cc1NC(=O)CSc1nnnn1C,-4,5,-5,0.95,1,5,1,-1,6
COC(=O)c1sc(NC(=S)NC(=O)c2ccccc2)nc1C,13,-6,-2,0.84,-1,16,0.87,-7,3
CCC(C)NC(=O)c1ccc(-n2c(=S)[nH]c3ccccc3c2=O)cc1 (configuration not stated),2,1,0,1,0,0,0.98,1,21
CSCC[C@H](NC(=O)N1CCn2c1nc1ccccc12)C(=O)NC1CC1,-2,0,-1,0.82,2,18,1,7,6
COCCn1c(CN(Cc2ccccc2)Cc2ccccc2)nc2c1c(=O)n(C)c(=O)n2C,4,1,7,0.91,-2,9,0.96,0,6
CCCCCc1nc2c(c3c1CCCC3)CCCC2,6,2,-1,1,·,-1,0.94,-5,18
Cc1ccccc1NC(=O)/C(C#N)=C\c1ccsc1,0,0,-2,0.93,2,7,1,-1,0
CCN(C(=O)c1cc2c(s1)-c1ccccc1S(=O)(=O)C2)c1cc(OC)ccc1OC,5,-2,7,0.81,-7,20,0.95,-8,-9
O=C(Cn1cnc2c(nnn2-c2ccccc2)c1=O)NCc1ccco1,-1,1,-2,0.9,2,10,1,-9,4
CC(C)NS(=O)(=O)c1ccc(OCC(=O)Nc2cccc3ccccc23)cc1,-6,1,0,0.95,-1,5,1.1,1,1
CC(C)(C)c1nc2cc(Cl)c([N+](=O)[O-])cc2o1,5,2,2,1.1,2,-10,0.95,-7,8
Cc1ncc([N+](=O)[O-])n1Cc1ccccc1F,-5,28,5,1,0,-5,1,-5,3
COc1ccc(C2=NOC(C(=O)NCc3ccco3)C2)cc1 (configuration not stated),20,5,-1,1.1,-2,-9,0.8,3,18
O=P(CO)(Cc1ccccc1)Cc1ccccc1,0,-1,-2,1.1,1,-9,1,-2,10
CCN(CCO)C(=O)CC(c1ccccc1)c1cc(Br)ccc1O (configuration not stated),0,-5,1,0.98,2,2,1,-3,2
COc1ccc(CN2CCN(C(=O)C3CCN(C(=O)Nc4ccccc4)CC3)CC2)cc1OC,3,3,4,0.97,1,3,0.97,3,5
COc1ccc(NC(=O)C2CCN(C(=O)[C@@H]3Cc4ccccc4CN3C(=O)OC(C)(C)C)CC2)cc1,-5,0,6,1,-1,-2,1,-6,8
Cc1noc(C)c1COc1ccc(C(=O)OCC(=O)Nc2ccc3c(c2)OCO3)cc1,-8,4,-5,0.94,0,6,1.1,1,7
COc1cccc(OCCN2CCN(c3ncnc4c3cnn4-c3ccccc3)CC2)c1,6,1,-5,0.76,2,24,0.94,-2,39
Cc1cccc([C@@H]2[C@@H]3C(=O)N(Cc4ccccc4)C(=O)[C@@H]3[C@]3(Cc4ccc(Cl)cc4)C(=O)N(c4cccc(Br)c4)C(=O)N23)c1,-5,0,-5,0.95,3,5,1.1,-12,5
COc1ccc(OC)c(C2=Nn3c(nnc3-c3cc(OC)c(OC)c(OC)c3)SC2)c1,6,-4,5,0.94,-1,6,0.94,-1,-3
CCN(CC)S(=O)(=O)c1ccc(Cl)c(C(=O)Nc2cc(C)nn2-c2ccccc2)c1,13,2,0,1,1,-4,0.87,-3,14
CCCCn1c(N)c(N(CCC(C)C)C(=O)c2cc(-c3ccco3)nc3ccccc23)c(=O)[nH]c1=O,6,23,-6,1.1,-5,-6,0.94,10,1
O=C(COC(=O)/C=C/c1ccc(Cl)cc1Cl)NCCC1=CCCCC1,-1,0,0,1.1,4,-9,1,-3,-4
Cc1ccccc1-n1ncc2c1CC(C)(C)CC2NC(=O)C1=CC(=O)CC(C)(C)O1 (configuration not stated),-1,-6,-5,0.93,-10,7,1,-2,15
CC(=O)c1ccc(N(C(=O)CNC(=O)c2ccco2)C(C(=O)NC2CCCC2)c2ccc(C)o2)cc1 (configuration not stated),4,-1,-1,0.95,0,5,0.96,-7,13
CCC1(C)Nc2ccccc2C(=O)N1O (configuration not stated),4,2,-2,0.98,-1,2,0.96,-4,13
COc1cc(S(=O)(=O)Nc2ccccc2C(=O)N2CCCCC2)ccc1NC(C)=O,-3,-1,1,0.87,2,13,1,-9,4
Cc1cccc(NC(=O)c2ccc(C(=O)c3ccccc3)o2)c1,-2,0,-1,1.1,3,-13,1,-10,13
CCC[C@@H](CN[C@@H](CNC)C(C)C)NCCCCc1ccccc1,-6,1,-9,1.2,3,-16,1.1,-7,20
CCCCN(CCCC)Cc1cc2ccccc2c2c1COC2,6,-5,1,0.81,-3,19,0.94,-8,-5
O=[N+]([O-])c1cccc(S(=O)(=O)NCCc2ccccc2)c1,-1,0,-3,0.79,0,21,1,-8,-4
COC(=O)c1cccc(CSc2nnc(-c3ccco3)n2-c2ccccc2)c1,7,3,7,0.8,2,20,0.93,3,5
CCOc1ccc(N(C)C(=O)CCc2nnc3ccc(N4CCOCC4)nn23)cc1,-3,0,3,0.97,1,3,1,-3,-8
CN(C(=O)c1cccc(NC(=O)Cc2ccc([N+](=O)[O-])cc2)c1)C1CC1,12,0,-1,0.93,3,7,0.88,-5,13
O=C(CN(Cc1ccc(F)cc1)C(=O)CNS(=O)(=O)c1ccc(F)cc1)NCC1CCCO1 (configuration not stated),9,-1,-2,1,2,-5,0.91,-7,11
CCc1sc(N(C(=O)Cc2ccccc2)c2cccc(F)c2)nc1-c1ccc(C)cc1,5,-2,-4,0.79,1,21,0.95,-4,-3
CC1CCN(Cc2c(O)ccc3c(=O)c(-c4nc5ccccc5s4)c(N)oc23)CC1,-14,1,-6,1.1,-16,-11,1.1,3,29
Cn1nc(C(=O)NCCCN2CCCCC2)c2c1-c1ccccc1SC2,-2,-2,-1,0.92,2,8,1,3,10
CCOC(=O)N1CCC(NS(=O)(=O)c2ccc3c(c2)oc(=O)n3C)CC1,-2,-3,4,1.1,21,-6,1,-14,10
CC(=O)OCC(CCn1cnc2cnc(N)nc21)COC(C)=O,2,6,-3,1,·,-2,0.98,4,11
CC(=O)Nc1ccc2[nH]c(C)cc(=O)c2c1,8,-2,-2,1.1,-7,-6,0.92,-2,2
COc1ccc(CCN(Cc2cc3cc(C)cc(C)c3nc2Cl)C(=O)C2CC2)cc1,10,-2,-3,1,2,-3,0.9,-5,-1
O=C(c1cccc(NS(=O)(=O)c2ccccc2)c1)N1CCCC1,2,1,-2,1.1,3,-12,0.98,0,3
CN1CCN(CCCCOc2ccccc2C=O)CC1,-5,2,-5,0.89,-1,12,1,4,11
CC(=O)Nc1ccc(-c2csc(NNC(=O)c3ccccc3)n2)cc1,-6,-9,-5,1.5,4,-54,1.1,2,27
CCOc1ccccc1NC(=O)COC(=O)c1ccccc1SCC(=O)N1CCCC1,3,0,-2,1.1,0,-8,0.97,-14,25
COC(=O)c1ccc(C)c(NC(=O)CCNC(=O)c2ccc([N+](=O)[O-])cc2)c1,-2,3,3,0.98,1,2,1,-5,-7
COc1ccccc1-c1nc(C#N)c(N2CCN(C(=O)c3ccco3)CC2)o1,-8,-5,1,0.96,0,4,1.1,-5,6
Cc1nc2ccc(NC(=O)c3ccc([N+](=O)[O-])cc3[N+](=O)[O-])cc2s1,6,2,-4,1,2,-4,0.94,-11,5
COc1ccc(CCC(C)NC2CCCCCCC2)cc1 (configuration not stated),-1,-2,-2,1.2,1,-21,1,-5,27
COc1ccc(Nc2c3c(nc4ccccc24)CCC3)cc1,-2,2,-5,0.96,2,4,1,0,18
Cc1ccc(SCCN2CCC(C(C)(C)C)CCC2=O)cc1 (configuration not stated),1,-3,-3,1.1,0,-15,0.99,-11,7
O=S(=O)(c1cccc(NC(=S)N2CCN(c3ccccc3F)CC2)c1)C(F)F,0,-4,-6,1.2,-1,-16,0.99,1,-11
COc1cc(/C=N/NC(=O)c2ccccn2)ccc1OC(=O)c1ccc(Br)cc1,10,0,-6,1.4,5,-35,0.9,-3,14
O=C(CCCOc1ccccc1)OCn1nnc2ccccc2c1=O,0,9,1,0.94,1,6,1,3,4
CN(C(=O)c1ccc2c(=O)n3c(nc2c1)CCCCC3)c1cccc(Cl)c1,1,-5,0,0.77,-1,23,0.99,-13,5
O=C(COc1ccccc1F)Nc1ccc(S(=O)(=O)Nc2nccs2)cc1,2,-4,-2,1.2,-2,-21,0.98,-8,0
Cn1c(=O)c2c(ncn2Cc2ccccc2)n(C)c1=O,2,-1,-5,1.1,-1,-14,0.98,-6,15
Cc1ccc(CN2CCC(=O)N2)cc1,-6,-1,1,1.2,2,-22,1.1,-1,10

An excerpt; the hit share may differ from the screen's.
